GAA850 FXN act – frataxin GAA850 promoter activation; HEK293 lucGAA850 FXN promoter luciferase reporter, 24 h; percent of 10 µM SAHA response; 360,000 compounds, 0.56% hits; activation, % at 6 µM;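 active = activation above the average of all compounds screened plus 3 SD, cutoff fixed separately per campaign, cut at about 7.5% in these data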;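 note: 0% = DMSO wells and 100% = 10 µM SAHA wells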
PLC-beta3 inh – PLC-beta3 (human) inhibition, primary screen | Q01970 | Purified PLC-beta3, fluorogenic substrate, fluorescence | inhibition, % at 12.2 µM | 370,000 compounds, 0.18% hits; in the data active = inhibition above about 11%;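 note: 0% = median of compound wells on plate and 100% = full blocker control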
DAX1 inh-1 – inhibits human nuclear receptor DAX1. HEK293 Gal4-DAX1 luciferase reporter, luminescence. AID 504766. inhibition, % at 6.75 µM. 340,000 compounds, 0.99% hits. P51843;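 active = inhibition above the mean over all tested compounds plus 3 SD, cut at about 4.2% in these data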;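 note: 0% = DAX1-transfected cells with DMSO and 100% = empty-vector control cells with DMSO; inhibition shows as a rise in luminescence from relieved DAX1 repression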
Target sequence (P51843 207-470 limits assumed): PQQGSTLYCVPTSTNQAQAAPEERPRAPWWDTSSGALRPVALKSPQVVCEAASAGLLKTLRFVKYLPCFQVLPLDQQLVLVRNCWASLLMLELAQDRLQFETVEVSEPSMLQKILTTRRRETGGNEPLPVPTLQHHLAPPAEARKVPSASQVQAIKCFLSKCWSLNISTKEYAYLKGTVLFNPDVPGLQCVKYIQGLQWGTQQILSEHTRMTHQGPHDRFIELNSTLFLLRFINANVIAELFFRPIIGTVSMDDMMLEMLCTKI
ADAM17 inh – inhibits human ADAM17; P78536; recombinant ADAM17, EDANS/DABCYL FRET peptide cleavage; inhibition, % at 6.95 µM; 370,000 compounds, 0.83% hits; AID 720648;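 active = inhibition above the mean of compounds lying between control limits plus 3 SD, set per campaign, cut at about 8.5% in these data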;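 note: 0% = DMSO-only wells as the low control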
hgDAF12 agonist – activates the H. glycines DAF-12 receptor ligand-binding domain; HEK293 GAL4-hgDAF12 UAS-luciferase reporter, agonist luminescence; normalized to butyrate control; activation, % at 6.8 µM; 370,000 compounds, 1.8% hits; AID 687014;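 active = activation above a cutoff set at the mean of all screened compounds plus 3 SD, cut at about 10% in these data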;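 note: 0% = DMSO wells and 100% = sodium butyrate wells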
DAX1 inh-2 – DAX1 (NR0B1) inhibition, primary screen. AID 652010. HEK293T StAR-luciferase reporter, SF-1/DAX-1 repression relief. inhibition, % at 6.8 µM. 370,000 compounds, 1.1% hits;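 active = inhibition above the mean over all tested compounds plus 3 SD, cut at about 3.6% in these data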;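 note: 0% = DAX-1 cells with DMSO and 100% = cells lacking DAX-1 with DMSO; higher inhibition means more luminescence from relief of DAX-1 repression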
PLC-gamma1 inh – inhibitors of human phospholipase C gamma1 | AID 720700 | purified PLC-gamma1, fluorogenic substrate, fluorescence | inhibition, % at 12.2 µM | 370,000 compounds, 0.84% hits; in the data active = inhibition above about 9.5%
ADAM10 inh – inhibitors of human ADAM10; O14672; recombinant ADAM10, EDANS/DABCYL FRET peptide cleavage, 3 h; inhibition, % at 7 µM; 370,000 compounds, 0.62% hits; AID 720582;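 active = inhibition above a per-campaign cutoff equal to the mean of compounds falling between control-based bounds plus 3 SD, cut at about 20% in these data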;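 note: 0% = DMSO wells while the 100% control is not disclosed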
Target sequence (O14672 214-748 limits assumed): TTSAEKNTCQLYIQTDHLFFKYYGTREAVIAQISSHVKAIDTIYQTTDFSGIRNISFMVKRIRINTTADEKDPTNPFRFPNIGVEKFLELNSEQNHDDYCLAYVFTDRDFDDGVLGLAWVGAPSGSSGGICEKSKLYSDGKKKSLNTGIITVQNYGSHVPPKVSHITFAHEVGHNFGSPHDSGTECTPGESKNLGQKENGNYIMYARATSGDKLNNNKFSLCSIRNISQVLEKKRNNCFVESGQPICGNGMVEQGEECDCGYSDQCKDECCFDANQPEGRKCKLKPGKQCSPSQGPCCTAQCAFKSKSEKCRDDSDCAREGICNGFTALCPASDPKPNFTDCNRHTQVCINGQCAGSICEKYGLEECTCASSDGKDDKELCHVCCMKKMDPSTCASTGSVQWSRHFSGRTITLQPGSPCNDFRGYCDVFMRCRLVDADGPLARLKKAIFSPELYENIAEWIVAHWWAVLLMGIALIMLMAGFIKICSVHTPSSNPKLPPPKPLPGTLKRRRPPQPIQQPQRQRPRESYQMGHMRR
ssDAF12 agonist – activators of S. stercoralis DAF-12 nuclear receptor; HEK293 ssDAF-12/GRIP1 lit1-tk-luc reporter, luminescence; % of 3 µM dafachronic acid response; activation, % at 6.8 µM; 370,000 compounds, 1% hits; AID 652126;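 active = activation above the mean over all tested compounds plus 3 SD, cut at about 0.9% in these data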;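 note: 0% = DMSO-only wells and 100% = 3 µM delta7-dafachronic acid wells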
hcDAF-12 act – H. contortus DAF-12 activation, primary screen | HEK293 hcDAF-12 lit1-tk-luc reporter, luminescence; 0% DMSO, 100% Δ7-dafachronic acid | AID 652067 | activation, % at 6.8 µM | 370,000 compounds, 1.4% hits;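 active = activation above the mean of all tested compounds plus 3 SD, cut at about 5.5% in these data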;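 note: 100% = response to 3 µM Δ7-dafachronic acid high control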
HGIII-sPLA2 inh – Blocks human group III sPLA2 activity. QFRET BODIPY PC-A2 liposome hydrolysis, fluorescence. 370,000 compounds, 0.56% hits. Q9NZ20. inhibition, % at 12.2 µM;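 active = inhibition above mean plus 3 SD of compounds lying within the high and low control bounds, cut at about 19% in these data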;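 note: 0% = median of test compound wells and 100% = no enzyme DMSO wells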
The depositor's hits bear a star; i = inactive; nt = not tested or not shown.

SMILES	GAA850 FXN act	PLC-beta3 inh	DAX1 inh-1	ADAM17 inh	hgDAF12 agonist	DAX1 inh-2	PLC-gamma1 inh	ADAM10 inh	ssDAF12 agonist	hcDAF-12 act	HGIII-sPLA2 inh
Cc1cc(C(=O)N2CCC(C(=O)O)CC2)c(C(F)(F)F)o1	2.4	-3.9	-0.1	3.7	-0.2	0.1	4.6	6.0	-1.6	-1.2	-1.2
COCC(=O)Nc1ccccc1C(=O)Nc1ccc(OC)cc1	1.5	1.2	1.5	1.7	4.7	0.5	10.8*	1.9	-0.6	-0.8	1.7
Cc1ccc(S(=O)(=O)NNC(=O)c2cccc(O)c2)cc1	0.3	5.8	-0.5	0.9	-1.3	-1.0	7.3	3.9	-1.1	-0.5	3.9
O=C(CCSc1nc(-c2ccco2)cc(C(F)(F)F)n1)NCC1CCCO1 (centres undefined)	5.9	1.2	0.7	0.7	-0.5	0.0	0.5	4.9	-0.9	-1.3	-6.1
CCOc1cc(/C=N/NC(=O)c2cccnc2)ccc1OCC(=O)N1CCOCC1	-0.7	-17.6	0.0	-3.2	1.8	-0.2	-17.4	-4.7	-0.8	-2.3	-7.2
CCN(CC)S(=O)(=O)c1cc(C(=O)Nc2ccccc2[N+](=O)[O-])ccc1Cl	4.6	4.4	-1.1	1.8	6.7	0.2	4.0	1.2	-1.1	-1.3	4.5
Cc1ccc(/C=N/Nc2cc(C)nc(NCc3ccccc3)n2)cc1	0.4	-16.0	-0.2	7.7	-0.9	-0.6	0.4	9.9	-1.5	-0.8	-22.6
Nc1ccc(SCC(=O)Nc2cccc([N+](=O)[O-])c2)cc1	2.1	1.0	0.0	3.3	-0.2	1.3	5.3	6.5	-0.3	0.6	13.4
O=C(O)CSc1ccc(S(=O)(=O)N2CCCC2)cn1	0.4	-0.5	-0.4	-4.2	-2.1	0.3	1.8	-9.9	-0.9	4.6	7.9
CC(=O)N1CCN(c2ccc(NC(=O)c3cccc(Cl)c3Cl)cc2)CC1	-0.5	-7.8	0.0	-5.7	-1.2	-0.2	0.7	-4.0	-1.6	-2.2	10.3
CCCOc1ccc(-c2csc3ncn(Cc4ccc(C(=O)O)cc4)c(=O)c23)cc1	1.8	-2.7	-0.3	-2.9	-1.2	0.8	-2.2	-6.6	-1.3	0.3	-27.5
COc1cc(NC(=O)C2(C)CCN2C(C)C)cc(OC)c1OC (centres undefined)	-0.6	-1.1	nt	-4.4	-2.0	0.1	2.8	-14.1	-1.4	-1.5	2.5
CC(C)c1ccc(/C=c2\sc3nc(-c4ccncc4)nn3c2=O)cc1	1.6	-2.3	1.0	1.1	3.0	0.1	2.0	0.5	-0.7	-1.1	-11.3
CCCN1C(=O)c2ccccc2NC1c1ccc(Cl)c(Cl)c1 (centres undefined)	1.4	-279.2	2.7	-242.6	-0.8	-0.4	-202.8	i	-1.2	-1.0	6.4
CCN(CC(=O)NC(C)C)C(=O)c1ccc(Cl)cc1	2.1	2.8	-1.1	-0.7	1.6	0.7	1.4	-0.7	-1.4	0.6	2.4
Cc1ccc(OCC(=O)NCCCNC(=O)c2cccnc2)cc1C	1.1	-9.8	0.0	-5.2	-2.9	-1.2	0.5	8.1	-1.0	-3.0	17.8
CC[C@H]1C=C[C@@H](C(C(=O)OC)C(=O)OC)CN1C(C)=O	-0.6	4.3	2.0	-2.5	0.8	-0.4	25.2*	-4.2	-0.8	2.4	-1.2
CCOc1ccc(Nc2nc3c(c(=O)[nH]2)CCCC3)cc1	2.2	-4.0	-0.3	-4.8	2.3	-0.2	3.4	-6.7	-0.6	-0.5	2.4
O=C(CNC(=O)c1ccc(Br)cc1)NCC(=O)OCC(=O)c1ccccc1	0.6	-0.6	0.0	-0.6	3.0	0.1	0.4	7.2	-1.1	0.8	1.9
CC(C)c1cccc(-c2csc(C(O)c3ccc(F)c(F)c3)n2)c1 (centres undefined)	-0.4	-4.2	nt	11.4*	3.7	0.1	-1.1	16.1	-1.5	-1.7	-1.5
O=c1cc(-c2c(F)c(F)c(F)c(F)c2F)oc2ccccc12	0.5	-4.9	-0.8	0.8	-0.2	-0.5	-2.7	-0.1	-1.6	-0.9	-4.5
Cc1cc(=O)oc(C)c1C(=O)O	-1.4	1.2	-0.1	-2.7	1.0	-0.1	-5.3	-1.3	-1.5	-1.1	0.2
Cn1nc(C(C)(C)C)cc1NC(=O)C1(C)CCN1C(=O)CC(c1ccccc1)c1ccccc1 (centres undefined)	0.5	5.3	nt	5.8	-0.1	-2.6	4.9	9.1	-2.0	-2.2	-3.4
CSc1cccc(NC(=O)CC2Oc3ccccc3NC2=O)c1 (centres undefined)	1.8	-7.2	-1.5	-11.0	0.6	0.0	-2.6	-4.0	-0.7	2.3	3.0
O=C(CC1CCCCC1)Nc1nc2ccccc2s1	6.7	-1.1	2.9	-2.1	13.6*	2.4	4.7	5.7	-0.8	4.5	16.3
Nc1ccc([N+](=O)[O-])cc1C(=O)NNC(=O)c1ccco1	2.4	3.0	1.7	6.4	-0.6	0.1	9.7*	16.8	-0.9	0.5	6.8
Cc1c(Cl)cccc1NC(=S)NCCc1ccc(S(N)(=O)=O)cc1	1.0	0.9	-0.3	0.1	-3.2	-0.6	1.9	5.7	-2.0	-1.3	9.6
O=C(COC(=O)Cc1c[nH]c2ccccc12)Nc1ccccc1C(F)(F)F	0.7	-5.3	1.7	-4.5	-1.9	-1.1	1.7	-16.5	-0.9	0.5	-74.5
COc1ccc(C[C@H]2CN3C(=NC[C@@H]3C(C)C)N2CCNC(=O)CCC2CCCCC2)cc1	-5.6	2.3	1.3	-1.2	-0.2	-0.8	1.1	0.6	-1.2	0.4	-3.2
CCCN(CC(=O)Nc1ccccc1C)C(=O)c1ccc(S(=O)(=O)N2CCCCC2)cc1	-1.4	-1.3	0.1	2.4	0.5	-1.9	2.6	-3.8	-0.7	0.0	-0.8
O=C(NC(Cc1ccccc1)C(=O)NCCc1ccccn1)c1cccs1 (centres undefined)	0.6	-1.3	0.5	0.9	1.5	-0.1	0.4	-2.9	-1.8	-0.6	7.5
C=CCN(c1ccccc1)S(=O)(=O)c1cccc(C(=O)Nc2cc(C)ccn2)c1	0.6	-3.3	-3.2	1.4	1.2	0.1	4.3	-5.8	-1.2	-0.2	-0.1
COC(=O)C1=C(C)N(Cc2ccccc2C(F)(F)F)C(=NCc2ccc(OC)cc2)NC1c1ccc(Cl)cc1 (centres undefined)	nt	2.1	nt	-0.8	3.1	-1.2	5.5	3.1	-1.0	0.6	-1.9
Clc1ccccc1CSc1ncccn1	1.7	7.2	0.5	2.1	2.0	0.1	4.7	7.1	-1.5	-1.4	-1.7
COc1ccc(NC(=O)CN(C)C(=O)Cc2coc3cc(C)c(C)cc23)cc1	1.9	-8.7	-0.7	1.6	0.7	1.2	-3.4	-7.0	-0.7	0.3	-10.7
N#Cc1ccc(-c2nc3ccc(Br)cn3c2Cc2cccc(Cl)c2)cc1	nt	-22.6	nt	-6.6	6.7	2.4	-12.5	-9.9	-1.2	-1.4	-17.1
O=C(CNC(=O)c1cccs1)Nc1ccc2c(c1)OCCO2	0.7	-9.8	2.4	-3.6	17.3*	12.3*	4.0	-7.6	0.5	4.3	8.1
COc1ccc(CCNC(=O)CC2SC(N)=NC2=O)cc1OC (centres undefined)	2.5	-0.9	-0.2	-1.9	-4.2	-0.2	-0.5	-2.8	-1.2	0.6	4.8
O=C(Nc1ccccc1C(=O)Nc1ccccc1)c1ccccc1F	1.0	-5.2	-0.1	-5.1	0.1	0.1	0.1	-7.6	-1.2	-0.2	-0.5
CCN(CC(=O)Nc1ccccc1OC)C(=O)c1cc(-c2ccccc2)nn1-c1ccccc1	0.5	-7.2	-1.8	-1.1	-1.6	0.0	3.8	0.2	-1.3	-0.9	-5.8

Of the compounds above, these have an NH in an aromatic ring.
SMILES	GAA850 FXN act	PLC-beta3 inh	DAX1 inh-1	ADAM17 inh	hgDAF12 agonist	DAX1 inh-2	PLC-gamma1 inh	ADAM10 inh	ssDAF12 agonist	hcDAF-12 act	HGIII-sPLA2 inh
CCOc1ccc(Nc2nc3c(c(=O)[nH]2)CCCC3)cc1	2.2	-4.0	-0.3	-4.8	2.3	-0.2	3.4	-6.7	-0.6	-0.5	2.4
O=C(COC(=O)Cc1c[nH]c2ccccc12)Nc1ccccc1C(F)(F)F	0.7	-5.3	1.7	-4.5	-1.9	-1.1	1.7	-16.5	-0.9	0.5	-74.5

(cont.)
SMILES	GAA850 FXN act	PLC-beta3 inh	DAX1 inh-1	ADAM17 inh	hgDAF12 agonist	DAX1 inh-2	PLC-gamma1 inh	ADAM10 inh	ssDAF12 agonist	hcDAF-12 act	HGIII-sPLA2 inh
COC(=O)C1=C(N)OC2=C(C(=O)CC(C)(C)C2)C1c1ccccc1OC (centres undefined)	1.0	-10.6	-0.5	-6.5	3.9	-0.8	-4.8	-7.4	-0.9	2.4	-0.7
COc1ccc(CNc2oc(-c3cccc4ccccc34)nc2C#N)cc1	1.5	i	0.3	i	-1.2	0.5	i	i	-0.9	0.5	-14.8
CCOC(=O)C1CCN(C(=O)CCCOc2ccccc2)CC1	3.3	4.3	2.2	2.8	3.9	2.4	1.9	2.0	0.0	3.1	0.0
COc1cc(C2NC(=O)NC(c3ccccc3)=C2C(C)=O)ccc1OCC#N (centres undefined)	0.6	-2.6	-0.9	-0.7	2.1	-0.6	0.5	10.9	-1.6	-0.8	-2.4
CCN1CCN(C(=O)c2ccc(C)c(S(=O)(=O)Nc3cccc(C)c3)c2)CC1	0.5	-5.2	1.9	0.9	2.5	0.2	0.6	-4.4	-1.0	-0.3	-6.4
O=C(/C=C/Nc1cccc(C(F)(F)F)c1)c1ccc(Oc2ncccn2)cc1	4.7	-23.1	0.9	-2.2	3.0	-0.3	-15.8	-8.4	-1.5	-2.1	-18.8
Cc1ccc(NC(=O)N2CCCCCC2)cc1	6.3	-8.8	1.7	-3.0	4.6	3.9*	0.9	-0.1	-0.7	5.5	8.1
S=C1NC[C@H](c2ccccc2)N1CCCCC1CCCCC1	1.0	4.5	3.6	4.2	-0.1	-0.7	1.6	1.1	-0.6	-0.2	-19.5
COc1cccc(C(O)c2nc(-c3ccccc3C)cs2)c1 (centres undefined)	2.9	9.5	nt	7.7	-3.2	0.3	4.3	19.8*	-0.1	-0.6	-11.8
CCC(c1nc2ccccc2[nH]1)n1c(=O)c(-c2cccnc2)nc2ccccc21 (centres undefined)	nt	-14.3	nt	-13.8	-4.9	-1.1	-9.9	-38.3	-0.7	-2.6	6.8
CCC(C)c1ccccc1NC(=O)c1cc2cccc([N+](=O)[O-])c2[nH]1 (centres undefined)	1.6	-7.2	nt	-0.4	0.1	-0.6	2.1	4.8	-0.6	2.4	3.0
CCCC(=O)Nc1ccccc1-c1nnc(SC)[nH]c1=O	0.4	-1.6	0.1	-2.2	-0.5	-0.7	-0.9	-6.9	-0.1	-0.1	8.4
Cn1c(C(=O)N2CCN(c3ccc(Cl)cc3)CC2)cc2c(=O)[nH]c3ccccc3c21	1.3	-3.0	-2.7	-0.1	7.1	0.0	-3.5	-2.2	-0.6	0.8	1.8

Compound activity from PubChem.
